ERAP1 HTS inh: inhibitors of human ERAP1 aminopeptidase; inhibition, % at 10.7 µM; Q9NZ08; 0.15% of 340,000 active; recombinant ERAP1, Leu-AMC fluorescence, 60 min; AID 652197;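 active = mean replicate inhibition of at least 30%, or all replicates individually reaching that 30% level; inactive = mean below 30% and not every replicate reaching it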;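 note: 0% = neutral control wells and 100% = L-leucinethiol positive control wells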
Target sequence (Q9NZ08 whole entry, looked up): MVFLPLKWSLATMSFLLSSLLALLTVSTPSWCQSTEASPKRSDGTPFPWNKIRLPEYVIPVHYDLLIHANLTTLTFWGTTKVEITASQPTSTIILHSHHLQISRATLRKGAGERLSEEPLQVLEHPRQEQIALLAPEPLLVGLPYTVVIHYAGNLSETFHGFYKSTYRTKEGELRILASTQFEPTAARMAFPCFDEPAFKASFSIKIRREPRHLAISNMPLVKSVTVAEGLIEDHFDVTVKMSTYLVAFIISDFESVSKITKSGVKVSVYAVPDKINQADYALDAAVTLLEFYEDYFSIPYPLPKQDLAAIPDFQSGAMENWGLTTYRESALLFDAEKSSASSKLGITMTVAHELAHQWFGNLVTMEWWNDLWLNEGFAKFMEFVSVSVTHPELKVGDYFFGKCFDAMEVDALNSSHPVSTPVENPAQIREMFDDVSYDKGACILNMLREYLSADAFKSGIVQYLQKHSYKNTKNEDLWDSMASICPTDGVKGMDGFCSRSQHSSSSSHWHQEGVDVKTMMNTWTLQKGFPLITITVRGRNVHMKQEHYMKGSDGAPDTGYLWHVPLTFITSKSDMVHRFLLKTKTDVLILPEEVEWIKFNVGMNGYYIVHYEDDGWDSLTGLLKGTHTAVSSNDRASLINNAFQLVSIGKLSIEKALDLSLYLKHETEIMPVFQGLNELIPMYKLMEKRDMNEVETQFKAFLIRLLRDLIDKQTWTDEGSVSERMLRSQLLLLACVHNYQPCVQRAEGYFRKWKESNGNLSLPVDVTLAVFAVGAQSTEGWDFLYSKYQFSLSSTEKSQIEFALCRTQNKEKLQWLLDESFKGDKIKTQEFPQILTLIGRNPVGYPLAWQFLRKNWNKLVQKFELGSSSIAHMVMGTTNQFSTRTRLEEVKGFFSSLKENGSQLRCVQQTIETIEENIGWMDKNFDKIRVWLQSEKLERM
LGR2 inh: Drosophila LGR2 receptor signaling inhibition; HEK293 LGR2, CRE-luciferase, bursicon-stimulated, 4 h; inhibition, % at 9.99 µM; 0.35% of 380,000 active; AID 720647;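 active = drop in luminescence signal, shown as inhibition above about 50% in the replicate tests, limit read from the data, passing the limit was not always enough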;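 note: agonist challenge used bursicon conditioned medium at about half maximal strength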
S100A4 inh HTS: blocks human S100A4 binding to myosin IIA peptide; 0.14% of 360,000 active; inhibition, % at 10.7 µM; S100A4/TAMRA-MyoIIA peptide fluorescence polarization; P26447;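 active = mean inhibition of at least 70% across replicates, with every replicate also reaching that level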
Target sequence (P26447 whole entry, looked up): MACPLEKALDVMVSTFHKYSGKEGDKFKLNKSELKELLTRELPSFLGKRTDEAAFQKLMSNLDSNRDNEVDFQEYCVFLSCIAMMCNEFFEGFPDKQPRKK
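Material: S100A4 monomer (human). Medium: Calcium-containing HEPES buffer, pH 7.2. Probe or stimulus: labelled myosin peptide probe, 5 nM. Compound dosing: one concentration per compound. Timing: polarization read 5 min after assay mix addition, stable 5–60 min. Benchmarks: DMSO as neutral control, TFP as positive control.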
FN deposit inh: fibronectin deposition inhibition | AH1F fibroblasts, Alexa488-fibronectin deposition fluorescence, overnight | inhibition, % at 12.6 µM | 0.086% of 350,000 active | AID 743247;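 active = mean inhibition across replicates of 30% or more, regardless of how many single replicates reach that level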;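 note: positive control wells lacked labelled fibronectin entirely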
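Material: AH1F fibroblast monolayer depositing Alexa488-labelled fibronectin into matrix / Amount: 10000 AH1F cells per well / Signal: fluorescence 485/525 nm / Medium: DMEM, 2% serum / Compound: single dose, pinned / Incubation: 1 h cell adhesion before compound, then overnight fibronectin incubation / Reagent: Alexa488-FN, 24 nM final / Read-out: inhibition of fibronectin deposition signal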
PAX8 inh HTS: PAX8 transcriptional activity inhibition. AID 652154. inhibition, % at 12.6 µM. 1.2% of 360,000 active. RMG-I TPO-luciferase reporter, SteadyGlo, 24 h;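 active = mean replicate inhibition at least 60% with every replicate also reaching 60%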;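 note: luciferase light reporting Pax8 driven TPO promoter activity; plate controls were median of neutral control wells for no effect and mitoxantrone controls for full effect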
PglD inh: blocks C. jejuni PglD acetyltransferase activity; purified PglD enzyme, DTNB colorimetric CoA detection; inhibition, % at 12.5 µM; 0.098% of 360,000 active; in the data active = inhibition above about 16%, passing the limit was not always enough; note: strong numbers were not always called active
PGC1a acetyl inh: lowers PGC1a acetylation signal in U2OS cells. AlphaScreen anti-acetyl-lysine; with virally co-expressed GCN5 acetyltransferase. inhibition, % at 15.6 µM. 0.17% of 350,000 active;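 active = every replicate shows inhibition of at least 40%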;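 note: 0% = neutral control wells and 100% = positive control wells; some results beyond the cut were filed as inactive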
EWS-Fli block: blocks EWS/Fli oncoprotein-driven transcription. A673 NR0B1-luciferase reporter, viability-normalised. inhibition, % at 12.6 µM. 0.67% of 350,000 active;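 active = mean inhibition of at least 50% after viability correction, with every replicate also passing that limit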;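 note: firefly luciferase signal divided by Alamar Blue viability fluorescence both relative to DMSO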
An asterisk follows results filed as active; . = no result given; & = joins results of further samples.

structure	ERAP1 HTS inh	LGR2 inh	S100A4 inh HTS	FN deposit inh	PAX8 inh HTS	PglD inh	PGC1a acetyl inh	EWS-Fli block
C/C=C/c1ccccc1[C@H]1[C@H](C#N)N(c2nc(CC)cs2)[C@H]1CO	2	-1	3	5	.	.	.	-10
CCCN(CCC)CCCNC(=O)c1nn(-c2cccc(OC)c2)c(=O)c2ccccc12	-2	1	1	-15	1	.	.	10
CCCCC(=O)OCc1nc2ccccc2s1	5	-35	-2	3	1	0	2	-31
Cc1cc(C(=O)NNC(=O)c2c(-c3c(Cl)cccc3Cl)noc2C)no1	1	6	1	-6	.	-2	1	4
C[C@H](CO)N1C[C@H](C)[C@@H](CN(C)C(=O)Nc2ccccc2)OCCCC[C@H](C)Oc2ccc(NC(=O)C3CCCCC3)cc2C1=O	1	5	7	-2	-1	-2	-7	-12
COc1ccc(NC(=O)c2ccccc2S(=O)c2ccccc2C#N)cc1 (centres undefined)	0	-9	-7	-10	10	.	-7	0
CCOc1ccccc1NC(=O)C1CCCN(S(=O)(=O)c2ccc3c(c2)CCCN3C(C)=O)C1 (centres undefined)	-1	-7	-4	12	-7	-1	-2	5
CCCc1nc(C)cc(N2CCN(c3ccccc3)CC2)n1	-1	0	-5	6	-19	2	-10	2
CC1C/C(=C\c2ccccc2[N+](=O)[O-])c2nc3ccccc3c(C(=O)O)c2C1 (centres undefined)	1	-5	-4	5	-1	-1	.	1
COc1ccccc1-c1cn[nH]c1-c1ccc(OCc2ccc([N+](=O)[O-])cc2)cc1O	-2	-9	6	6	1	-4	0	21
CCOC(=O)C1CCN(S(=O)(=O)CCNC(=O)c2ccc3c(c2)OCO3)CC1	-5	-2	1	1	-8	-2	.	-11
COc1ccc(C(CNC(=O)Cc2ccc3ccccc3c2)N(C)C)cc1 (centres undefined)	-4	0	-1	3	7	-6	.	-2
CCOC(=O)C1CCN(C(=O)c2sccc2Cl)CC1	.	12	1	-3	2	-2	-6	11
Cc1ccc(NS(=O)(=O)c2ccc(C(=O)NCc3ccccn3)cc2)cc1	-4	-9	0	-1	.	0	-2	7
C[C@@H]1CN([C@H](C)CO)S(=O)(=O)c2ccc(C#Cc3ccccc3)cc2O[C@H]1CN(C)S(=O)(=O)c1cn(C)cn1	1	11	5	13	.	1	-15	4
COCCN(C(=O)COC(=O)CSc1ccc(Cl)cc1)c1c(N)n(CC(C)C)c(=O)[nH]c1=O	0	-5	-2	16	-2	2	9	3
O=S(=O)(Cc1ccccc1)N1CCCCN2[C@H](CO)[C@H](c3ccc(-c4ccncc4)cc3)[C@@H]2C1	0	2	-31	.	-17	0	1	-9
CN(CCOc1ccccc1)C(=O)C1CCC(=O)N(CCCN2CCOCC2)C1 (centres undefined)	-3	5	-2	4	-5	0	20	.
O=C(C1CCOCC1)N1[C@@H]2CNc3ccccc3[C@@H]2[C@@H]1CO	2	-5	2	.	-9	3	8	-3
Cc1cccc(NC(=O)Nc2c(C)[nH]c(=O)[nH]c2=O)c1C	3	13	4	-1	7	5	.	5
Cc1c(CN(C)CCc2ccccc2)c(=O)n(-c2ccccc2)n1C	-1	-3	-3	.	.	-3	-1	16
C[C@@H]1CCCCO[C@@H](CN(C)S(=O)(=O)c2ccc(Cl)cc2)[C@H](C)CN([C@H](C)CO)C(=O)c2cc(NS(=O)(=O)c3ccccc3)ccc2O1	3	3	-12	-8	24	3	-23	24
Cn1nc(C(=O)Nc2ccccc2Cl)cc1C(=O)Nc1ccccc1Cl	.	.	-10	1	15	6	-9	4
O=C(c1ccncc1)N1C[C@@H]2[C@H](c3ccccc31)[C@@H](CO)N2Cc1ccc(F)cc1	0	4	-1	.	12	2	1	2
Cc1noc(C)c1S(=O)(=O)Nc1cccc2c1O[C@H](CN(C)Cc1ccc(C(=O)O)cc1)[C@@H](C)CN([C@@H](C)CO)C2=O	1	-9	4	.	.	-2	-1	-12
CC(=O)N1[C@H](C(=O)NCC2CC2)[C@@H](CO)[C@@H]2Cn3c(ccc(-c4cccc(F)c4)c3=O)[C@@H]21	0	23	-5	.	-1	0	.	-5
CCCCN(C)C(=O)c1nc2ccccn2c1CN1CCN(c2ccccn2)CC1	-4	-4	-2	-2	-21	-1	24	3
CCNC(=O)CSc1nnc(CN2CCCCCC2=O)n1-c1ccccn1	-3	11	-3	4	-5	.	3	-5
O=C(O)c1cc(N/N=C/c2ccc3c(c2)OCCO3)ccc1Cl	-2	71*	17	-1	30	.	.	46
CO[C@@H]1CN(C)C(=O)c2cc(NC(=O)NC(C)C)ccc2OC[C@H](C)N(C(=O)C2CCC2)C[C@@H]1C	.	15	-1	.	2	4	7	-11
COc1cccc(-c2nc(CS(=O)(=O)CC(=O)N3CCN(c4ccccn4)CC3)c(C)o2)c1	4	-6	-4	1	21	3	8	3
CC(=O)NC(C)(c1ccccc1)c1nc(-c2csc3ccccc23)cs1 (centres undefined)	4	-2	3	.	13	7	9	6
Cc1noc(C)c1NC(=O)N(C)C[C@H]1OCCCC[C@@H](C)Oc2ccc(NS(=O)(=O)c3c(C)noc3C)cc2C(=O)N([C@H](C)CO)C[C@@H]1C	-1	-14	9	.	-8	1	6	-10
CC(C)(C)NC(=O)NC(=O)COC(=O)CCCc1c[nH]c2ccccc12	.	.	.	9	24	0	4	.
O=C(Cc1ccsc1)NCC(=O)Nc1ccc(F)c(F)c1	-1	-9	-8	.	5	2	2	1
Cc1ccc2nc(N3CCN(C)CC3)c(C=O)c(=O)n2c1	4	2	1	2	20	-2	-3	7
C[C@@H]1CN([C@H](C)CO)C(=O)c2cc(NC(=O)c3ccccc3)ccc2O[C@@H](C)CCCCO[C@H]1CN(C)Cc1ccccc1	.	-12	.	0	20	3	-13	9
O=C1CSC(=Nc2cc(Cl)ccc2Cl)N1	1	.	0	.	.	.	-4	1
COc1cccc(C(NC(C)=O)c2nc(-c3ccc(OC)nc3)cs2)c1 (centres undefined)	-4	3	-7	4	-6	-1	-3	4
O=C(O)CCSc1nnc(COc2ccc([N+](=O)[O-])cc2)n1-c1ccccc1	-3	-7	-2	.	4	.	.	8
C[C@@H]1CCCCO[C@@H](CN(C)S(=O)(=O)c2cn(C)cn2)[C@H](C)CN([C@@H](C)CO)C(=O)c2cc(NS(=O)(=O)c3ccccc3)ccc2O1	-1	2	0	-4	15	2	-16	-21
O=C(COC(=O)/C=C/c1cccc(Br)c1)NCc1ccco1	-1	7	-5	3	1	-5	.	-6
CCCc1c(-c2cccc(Br)c2)ncn1Cc1cccc(-c2ccccc2)c1	-1	12	5	-5	-14	.	.	3
COc1ccc2c(c1)C(CC(C)=O)N(c1ccc(-c3cnc(OC)nc3)cc1)C(c1ccsc1)=C2 (centres undefined)	-1	-19	-3	1	12	.	.	15
O=C(Nc1ccccn1)C1CCCN(c2ncnc3c2nc2n3CCCCC2)C1 (centres undefined)	-5	-9	-3	4	13	4	-18	.
CC(=O)OCC(=O)[C@@]1(O)[C@H](C)C[C@H]2[C@@H]3CCC4=CC(=O)C=C[C@]4(C)[C@@]3(F)[C@@H](O)C[C@@]21C	1	-18	-2	-8	6	3	-3	8
Cc1cccc(C)c1NC(=O)CC(NCc1ccco1)C(=O)O (centres undefined)	3	8	-5	-7	25	-4	-2	0
O=[N+]([O-])c1cc(C(F)(F)F)ccc1NCCNC(=S)Nc1ccc(Cl)cc1	5	-7	-2	.	.	.	-4	-6

Four entries out of the list above, arranged by their value in ERAP1 HTS inh, largest number first:
SMILES	ERAP1 HTS inh
O=[N+]([O-])c1cc(C(F)(F)F)ccc1NCCNC(=S)Nc1ccc(Cl)cc1	5
CC(=O)OCC(=O)[C@@]1(O)[C@H](C)C[C@H]2[C@@H]3CCC4=CC(=O)C=C[C@]4(C)[C@@]3(F)[C@@H](O)C[C@@]21C	1
C[C@@H]1CCCCO[C@@H](CN(C)S(=O)(=O)c2cn(C)cn2)[C@H](C)CN([C@@H](C)CO)C(=O)c2cc(NS(=O)(=O)c3ccccc3)ccc2O1	-1
COc1cccc(C(NC(C)=O)c2nc(-c3ccc(OC)nc3)cs2)c1 (centres undefined)	-4

(listing goes on)
structure	ERAP1 HTS inh	LGR2 inh	S100A4 inh HTS	FN deposit inh	PAX8 inh HTS	PglD inh	PGC1a acetyl inh	EWS-Fli block
COc1ccc(NS(=O)(=O)c2ccc3c(c2)N(C(C)=O)CCO3)c(OC)c1	4	8	-2	4	0	0	4	-25
COC(=O)c1c(NC(=O)CSc2nc(-c3ccco3)cc(C(F)(F)F)n2)sc2c1CCCC2	-3&-2	-4&-6	6&-3	.	.	5	3	11
COc1ccc([N+](=O)[O-])cc1NC(=O)c1ccc(Br)s1	4	44	-8	4	17	-4	0	6
O=C1[C@@H]2[C@H](C(=O)N1CC(O)COCc1ccccc1)C1C=C[C@H]2C1 (some centres undefined)	-1	-8	0	9	-6	-6	-4	-2
COc1ccc(Cl)cc1C(=O)Nn1c(-c2cccs2)nc2ccccc2c1=O	9	29	-4	.	3	.	.	0
COCC(=O)N1[C@H](CO)[C@H](c2ccccc2-c2ccccc2)[C@@H]1C#N	2	2	2	-7	16	.	-6	-1
CC(C)CC#Cc1ccc([C@@H]2[C@@H](CO)N3CCCCN(C(=O)c4ccc5c(c4)OCO5)C[C@H]23)cc1	0	8	6	.	-2	3	4	-11
CCN(CC)S(=O)(=O)c1ccc(-n2c(=O)c(C(C)C)c(C)n2C)cc1	-3	1	0	3	7	10	-3	1
Cc1ccc(CS(=O)Cc2ccc(C(=O)N3CCN(c4ccccn4)CC3)o2)cc1 (centres undefined)	-1	14	5	1	6	-2	10	.
Cc1ccc(NC(=O)CCS(=O)(=O)c2ccc(Br)s2)cc1	1	-7	-1	-3	10	5	-7	-16
Cc1ccc(OCC(=O)NCCCNC(=O)c2cnccn2)cc1C	0	-3	-5	-6	-5	-3	.	8
O=C(Nc1ncc(Cc2cccc([N+](=O)[O-])c2)s1)c1ccco1	-1	-45	2	0	-130	.	.	-55

LGR2 inh, hit marks shown above.
| Molecule | ERAP1 HTS inh | LGR2 inh | S100A4 inh HTS | PglD inh | PGC1a acetyl inh |
| --- | --- | --- | --- | --- | --- |
| O=C(O)c1cc(N/N=C/c2ccc3c(c2)OCCO3)ccc1Cl | -2 | 71* | 17 | . | . |

Additional entries
structure	ERAP1 HTS inh	LGR2 inh	S100A4 inh HTS	FN deposit inh	PAX8 inh HTS	PglD inh	PGC1a acetyl inh	EWS-Fli block
CCN1CCN(S(=O)(=O)c2ccc(C(=O)Nc3sc4c(c3C(N)=O)CCN(CC)C4)cc2)CC1	0	-2	6	1	12	-10	3	.
CC(C)(C)NC(=O)C1CCN(S(=O)(=O)c2cccc3nsnc23)CC1	-4	16	1	-1	-10	9	3	1
COc1ccc2nc(NC(=O)CSC3=NCCS3)sc2c1	4	-36	-2	.	.	0	.	.
COc1cccc(Nc2nc(C(N)c3ccccc3Cl)cs2)n1 (centres undefined)	-1	21	1	2	11	4	-3	6
Cc1ccc(O)c(-c2[nH]ncc2C(=O)c2ccc(Br)cc2)c1	0	-5	-6	-6	8	.	.	4
Cc1cccc(NC(=O)C2CCCN(c3ncnc4c3nc3n4CCCCC3)C2)n1 (centres undefined)	15	21	-9	-6	7	1	-24	2
CC(NS(=O)(=O)c1ccccc1)C1CC2CCC1C2 (centres undefined)	-2	.	-2	4	4	1	.	-9
CCc1c(O)c(-c2ccccc2)c(=O)n(-c2ccccn2)c1-c1ccccc1	-5	3	14	9	5	.	.	-5

Compound activity: PubChem, Broad Institute
